Screens as filed in PubChem BioAssay.
MrgX1 antag – blocks BAM8-22 activation of human MrgX1 receptor | B-score at 10 µM | Q96LB2 | MRGX1-HEK293 calcium flux, Fluo-4, BAM8-22 antagonism; hits give low values | 310,000 compounds, 1.3% hits;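 active means calcium-response B-score plate-corrected more than 3 library SD below zero, starting fluorescence within 5 deviations, no agonist response on first addition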;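 further: peak minus trough fluorescence over baseline after final BAM8-22 challenge near maximal dose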
TRPC6 act – mouse TRPC6 channel activation. HEK293-TRPC6 membrane potential dye fluorescence; hits give high values. B-score at 10 µM. 310,000 compounds, 0.13% hits. AID 2550;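 active means B-score of the integrated fluorescence ratio above library mean plus 3 SD, and starting fluorescence ratio within library mean plus 5 SD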;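 further: higher score means more depolarization so channel activation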
Target sequence (Q61143 whole entry, looked up): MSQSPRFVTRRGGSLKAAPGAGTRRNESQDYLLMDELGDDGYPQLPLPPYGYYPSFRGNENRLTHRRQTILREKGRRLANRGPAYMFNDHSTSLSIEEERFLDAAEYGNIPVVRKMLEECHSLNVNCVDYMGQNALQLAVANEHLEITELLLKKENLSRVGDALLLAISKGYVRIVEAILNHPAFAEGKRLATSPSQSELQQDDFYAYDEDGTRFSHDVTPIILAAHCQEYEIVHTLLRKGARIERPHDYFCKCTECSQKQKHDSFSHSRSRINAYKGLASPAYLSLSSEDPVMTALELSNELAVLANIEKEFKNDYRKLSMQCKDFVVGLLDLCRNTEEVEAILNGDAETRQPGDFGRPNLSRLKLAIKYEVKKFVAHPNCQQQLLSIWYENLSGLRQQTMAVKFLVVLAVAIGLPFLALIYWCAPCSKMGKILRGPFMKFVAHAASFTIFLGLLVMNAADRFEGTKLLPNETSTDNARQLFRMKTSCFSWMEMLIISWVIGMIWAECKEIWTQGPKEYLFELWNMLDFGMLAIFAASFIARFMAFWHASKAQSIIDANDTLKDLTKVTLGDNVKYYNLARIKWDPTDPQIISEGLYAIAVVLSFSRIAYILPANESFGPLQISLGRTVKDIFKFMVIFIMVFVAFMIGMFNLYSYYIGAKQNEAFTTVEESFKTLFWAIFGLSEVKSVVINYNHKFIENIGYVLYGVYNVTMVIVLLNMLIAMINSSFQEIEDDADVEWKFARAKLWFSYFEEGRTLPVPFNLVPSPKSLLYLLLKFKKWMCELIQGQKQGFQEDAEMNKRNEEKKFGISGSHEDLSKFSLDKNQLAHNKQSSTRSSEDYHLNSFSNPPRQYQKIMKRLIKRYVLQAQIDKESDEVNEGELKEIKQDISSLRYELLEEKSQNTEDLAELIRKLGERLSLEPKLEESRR
RGS4 inh – human RGS4 inhibition | B-score at 10 µM | P49798 | HEK293 M3R/RGS4 inducible, Fluo-4 calcium flux; hits give high values; triggered by carbachol at its EC20 | 310,000 compounds, 0.45% hits | AID 463165;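 active means B-score, a plate-corrected calcium signal, over three deviations above library mean, with baseline fluorescence within five deviations of library mean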;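 further: RGS4 expression induced by doxycycline in cells with stable M3 receptor; B-score is computed from the integrated fluorescence ratio over baseline after carbachol; higher B-score means a larger calcium signal and so more RGS4 inhibition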
TMEM16A inh – blocks the mouse calcium-activated chloride channel TMEM16A; Q8BHY3; HEK293 TMEM16A/YFP iodide influx fluorescence, ionomycin; normalized B-score (activity score, 25-100; higher = stronger inhibition) at 10 µM; 310,000 compounds, 1.2% hits; AID 588511;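 active means ratio plate-corrected score three or more library SD toward inhibition, starting fluorescence score within five deviations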;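 further: score derived from kinetic fluorescence span divided by baseline fluorescence per well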
TRPC4 block – TRPC4 (mouse) channel inhibition; Q9QUQ5; HEK293 TRPC4beta/mu-opioid, DAMGO-evoked Fluo4 calcium flux; hits give low values; B-score at 10 µM; 300,000 compounds, 0.39% hits; AID 2247;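 active means B-score over 3 SD under the library average, no early fluorescence shift, positive overall ratio signal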
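Assay system: Stable TRPC4beta/mu-opioid receptor HEK293 cells | Reagent: DAMGO in two steps, submaximal then maximal | Compound dosing: Single concentration per test compound | Signal: Fluo4 Ca2+ flux fluorescence | Evaluation: Per-well B score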
TRPC6 inh – mouse TRPC6 channel inhibition. Q61143. HEK293-TRPC6, membrane potential dye, ACh-evoked depolarization; hits give low values. B-score at 10 µM. 310,000 compounds, 1.1% hits;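 active means B-score under library mean minus 3 SD, initial fluorescence not abnormally high, positive integrated signal ratio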;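 further: B-score derived from integrated fluorescence ratio over the kinetic read; more negative B-score means stronger inhibition of depolarization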
ANO1 activ – activators or potentiators of mouse TMEM16A chloride channel; HEK293 TMEM16A/YFP-H148Q/I152L, iodide quench fluorescence; hits give low values; B-score at 10 µM; 340,000 compounds, 0.3% hits; AID 623877;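 active means fluorescence-ratio B-score plate-corrected deviation score at least 3 library SD below zero, with starting fluorescence score within 5 deviations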;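 further: channel opened by trigger with iodide after compound preincubation; score built on the fluorescence ratio of max minus min over baseline; more negative score means more quench and so TMEM16A activation or potentiation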
TRPC4 act – activators of mouse TRPC4 channel. Q9QUQ5. HEK293 TRPC4beta/mu-opioid, Fluo4 calcium fluorescence; hits give high values. B-score at 10 µM. 310,000 compounds, 0.49% hits. AID 2237;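 active means B-score above 5 SD of library B-scores, and initial fluorescence ratio not above library mean plus 5 SD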;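 further: positive B-score marks a calcium rise read as TRPC4 activation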
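Assay system: HEK293 cells stably co-expressing mouse TRPC4beta and mu-opioid receptor / Timing: Fluo4 dye loading 45 min at room temperature, 110 s recording / Signal: Fluo4 calcium-sensitive dye fluorescence, kinetic, 1 Hz baseline / Read-out: integrated baseline-normalised fluorescence ratio, converted to per-well B score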
TRPC4 potent – allosteric potentiators of mouse TRPC4 channel. 310,000 compounds, 0.42% hits. HEK293 TRPC4beta/mu-opioid, DAMGO EC20, Fluo-4 Ca2+ flux; hits give high values. B-score at 10 µM;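 active means B-score of calcium response area above 5 SD of library B-scores, with initial fluorescence ratio within 5 SD of library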;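 further: B-score of integrated fluorescence ratio over time as area under calcium response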
MrgX1 PAM – allosterically activates human MrgX1 receptor signaling; Q96LB2; MrgX1-HEK293, Fluo-4 calcium flux, FDSS; hits give high values; B-score at 10 µM; 310,000 compounds, 0.63% hits; AID 588675;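 active means plate-corrected calcium response at least 3 library SD above typical, normal starting fluorescence, not activating the receptor alone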;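 further: compound read alongside a low EC10 to EC30 dose of BAM8-22 agonist; peak minus trough fluorescence over baseline measured at the second addition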
MrgX1 ag – human MrgX1 receptor agonism, primary screen; AID 588627; 310,000 compounds, 0.44% hits; MrgX1-HEK293 cells, Fluo-4 calcium fluorescence, agonist mode; hits give high values; B-score at 10 µM; Q96LB2;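 active means calcium response B-score plate-corrected fluorescence ratio at least 3 library SD, with starting fluorescence B-score inside 5 SD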
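Material: MrgX1-expressing HEK293 cells; input: 15,000 cells per well; doses: test compound given as first of three sequential additions; schedule: overnight plating before 1 h dye loading; technique: Fluo-4 NW calcium-flux fluorescence, kinetic read; evaluation: baseline-normalised fluorescence change ratio, B-scored; control set: plate-wise positive and negative controls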
Starred values were filed as active, the others as inactive; i = inactive; . = not tested or not shown.

Order of results: MrgX1 antag, TRPC6 inh, TRPC4 act, TRPC6 act, TRPC4 block, RGS4 inh, TRPC4 potent, MrgX1 PAM, TMEM16A inh, MrgX1 ag, ANO1 activ
O=S(=O)(Nc1cccc(-c2ccc3nncn3n2)c1)c1ccc(Cl)s1
  i, i, i, i, i, i, i, i, i, i, i
CC1CCC(NC(=O)CN2C(=O)c3cccnc3Oc3ccc(Cl)cc32)CC1 (configuration not stated)
  i, i, i, i, i, i, i, i, i, i, i
CN1C(=O)/C(=C/C=C2/CCCN2C)N(C)C1=S
  i, i, i, i, i, i, i, i, i, i, i
Oc1ccccc1-c1nnc2n1CCCCC2
  i, i, i, i, i, i, i, i, i, 27*, i
Cc1sc2nc(SCC(=O)NCCO)n(-c3ccccc3)c(=O)c2c1C
  i, i, i, i, i, i, i, i, i, i, i
CC(NC(=O)Cc1c(F)cccc1Cl)C1CCCO1 (configuration not stated)
  i, i, i, i, i, i, i, i, i, i, i
COCc1cc(C)nc(Nc2ccccc2OC)c1C#N
  i, i, i, i, i, i, i, i, i, i, i
c1ccc(-n2ncc3c(NC4CCCCCC4)ncnc32)cc1
  i, i, i, i, i, i, i, i, i, i, i
CCOC(=O)C(/C=N/c1cc(C)nn1-c1ccccc1)=C(\C)O
  i, i, i, i, i, i, i, i, i, i, i
CC(=O)c1cc2cc(O)ccc2o1
  i, i, i, i, i, i, i, i, i, i, i
O=C(O)c1ccc2c(c1)N(Cc1ccccc1)C(=O)c1ccccc1S2
  i, i, i, i, i, i, i, i, i, i, i
NS(=O)(=O)c1ccc(CCNC(=O)CSc2nnc3ccccn23)cc1
  i, i, i, i, i, i, i, i, i, i, i
O=[N+]([O-])c1ccc2nc(-c3ccccn3)[nH]c2c1
  i, i, i, i, i, i, i, i, i, i, i
CCN=C1SC(C(=O)Nc2cccc(C(=O)O)c2)CC(=O)N1CC (configuration not stated)
  i, i, i, i, i, i, i, i, i, i, i
Cc1cc(C(=O)NN)c(C)o1
  i, i, i, i, ., i, i, i, i, i, i
CCOC(=O)C1=C(C)NC(C)=C(C(=O)OCC)C1C(=O)OCC(=O)N(C)C1CCS(=O)(=O)C1 (configuration not stated)
  i, i, i, i, i, i, i, i, i, i, i
COc1nc(C)c2cc(C)oc2n1
  i, i, i, i, i, i, i, i, i, i, i
O=c1[nH]c(-c2ccco2)nc2sc3c(c12)CCCC3
  i, i, i, i, i, i, i, i, i, i, i
Cc1c(-c2cc(Br)ccc2O)nc2cc3c(cc2c1C)OCO3
  i, i, i, i, i, i, i, i, i, i, i
O=C(NCCN1CCOCC1)Nc1ccccc1
  i, ., ., ., ., ., ., i, i, i, i
O=C1N=C(N2CCCCC2)S/C1=C\c1ccc(Cl)cc1
  i, i, i, i, i, i, i, i, i, i, i
CCOc1ccc(OCC)c(NS(=O)(=O)c2cn(C)cn2)c1
  i, i, i, i, i, i, i, i, i, i, i
COC(=O)c1nnn(CC(=O)Nc2cccc(Cl)c2)c1C(=O)OC
  i, i, i, i, i, i, i, i, i, i, i
CC1(C)Cc2cccc(OCC(=O)OCC(=O)Nc3cccc(S(N)(=O)=O)c3)c2O1
  i, i, i, i, i, i, i, i, i, i, i
CCOC(=O)c1nn(-c2cccc(Cl)c2)c(C)c1C(C)=O
  i, i, i, i, i, i, i, i, i, i, i
C/C(=N/NC(=O)C1COc2ccccc2O1)c1ccco1 (configuration not stated)
  i, i, i, i, i, i, i, i, i, i, i
O=C(COC(=O)CSc1cc(Cl)ccc1Cl)Nc1ncc(C(F)(F)F)cc1Cl
  i, i, i, i, i, i, i, i, i, i, i
COc1cc(C(=S)N2CCOCC2)cc(OC)c1OC(=O)c1ccccc1[N+](=O)[O-]
  i, i, i, i, i, i, i, i, i, i, i
CN(Cc1ccccc1)c1ncnc2sccc12
  i, i, i, i, i, i, i, i, i, i, i
CNn1cnc2ccsc2c1=O
  i, i, i, i, i, i, i, i, i, i, i

Additional records
Order of results: MrgX1 antag, TRPC6 inh, TRPC4 act, TRPC6 act, TRPC4 block, RGS4 inh, TRPC4 potent, MrgX1 PAM, TMEM16A inh, MrgX1 ag, ANO1 activ
O=C(Cn1cnc2ccccc2c1=O)NCCC(=O)Nc1ccc2c(c1)OCO2
  i, i, i, i, i, i, i, i, i, i, i
COc1ccccc1NC(=O)Cc1nnc(SCC(=O)Nc2nccs2)n1C
  i, i, i, i, i, i, i, i, i, i, i
O=C(c1cccc(Br)c1)c1cn(-c2ccccc2)nc1C(=O)c1ccccc1
  i, i, i, i, i, i, i, i, i, i, i
Cc1occc1-c1nnc(SCC(=O)c2cc3ccccc3oc2=O)o1
  i, i, i, i, i, i, i, i, i, i, i
COc1cc(NC(=O)c2ccc(COc3ccccc3Br)o2)cc(OC)c1OC
  i, i, i, i, i, i, i, i, i, i, i
CCOC(=O)C1CCN(C(=O)/C=C/c2ccccc2)CC1
  i, i, i, i, i, i, i, i, i, i, i
CCc1ccc(C(=O)NNc2ccc(S(N)(=O)=O)cc2)cc1
  i, i, i, i, i, i, i, i, i, i, i
Cc1sc2ccccc2[n+]1CC(=O)c1ccccc1
  i, i, i, i, i, i, i, i, i, i, i
O=C(/C=C/Nc1ccc(F)cc1)c1ccc(Br)cc1
  i, i, i, i, i, i, i, i, i, i, i
CC(=O)Nc1ccc(NC(=O)CSc2ccccn2)cc1
  i, i, i, i, i, i, i, i, i, i, i
O=c1ccccn1Cc1ccccc1F
  i, i, i, i, i, i, i, i, i, i, i
CC(NC(=O)c1cccc(C(F)(F)F)c1)C(c1ccccc1)N1CCOCC1 (configuration not stated)
  i, i, i, i, i, i, i, i, i, i, i
Cc1c(-c2ncn[nH]2)sc(C#N)c1-c1ccccc1
  i, i, i, i, i, i, i, i, i, i, i
O=C(Nc1cccc(NC(=O)c2ccc([N+](=O)[O-])o2)c1)c1ccco1
  i, i, i, i, i, i, i, i, i, i, i
CCc1ccc(C(=O)/C=C2\Sc3ccccc3NC2=O)cc1
  i, i, i, i, i, i, i, i, i, i, i
O=C(Nc1ccc(Cl)cc1F)C1CCN(S(=O)(=O)c2cccc3nonc23)CC1
  i, i, i, i, i, i, i, i, i, i, i
Nc1nc(SCC(=O)N2CCN(S(=O)(=O)c3ccc(Cl)cc3)CC2)n[nH]1
  i, i, i, i, i, i, i, i, i, i, i
Cc1ccc(C(=O)N/C(=C\c2ccco2)C(=O)NCCCN2CCOCC2)cc1C
  i, i, i, i, i, i, i, i, i, i, i
CC(NC(=O)C1CC1)C(c1cccs1)N1CCOCC1 (configuration not stated)
  i, i, i, i, i, i, i, i, i, i, i
O=C(NCc1cccs1)C(=O)NCC1OCCCN1S(=O)(=O)c1cccs1 (configuration not stated)
  i, i, i, i, i, i, i, i, i, i, i
CCn1cc(CNC(=O)/C=C/c2ccc([N+](=O)[O-])cc2)c(C)n1
  i, i, i, i, i, i, i, i, i, i, i
C=CCn1c(SCC(=O)c2cccs2)nc2sc(CC)cc2c1=O
  i, i, i, i, i, i, i, i, 100*, i, i
Cn1c(-c2ccc(Cl)cc2)cnc1N
  i, i, i, i, i, i, i, i, i, i, i
CC(=O)Nc1ccc(NC(=O)C(C)Sc2nc3ccccc3c(=O)n2CC2CCCO2)cc1 (configuration not stated)
  i, i, i, i, i, i, i, i, i, i, i
O=C(CCn1c(=O)sc2ccccc21)NCc1ccccc1
  i, i, i, i, i, i, i, i, i, i, i
CC(=O)OC(/C(O)=C(\C#N)c1nc2ccccc2[nH]1)c1ccccc1 (configuration not stated)
  i, i, i, i, i, i, i, i, i, i, i
COc1ccc(S(=O)(=O)N(C)c2ccc(C(=O)Nc3c(C)n(C)n(-c4ccccc4)c3=O)cc2)cc1
  i, i, i, i, i, i, i, i, i, i, i
COc1ccc(C(=O)NCCc2cn3ccccc3n2)cc1
  i, i, i, i, i, i, i, i, i, i, i
COc1c(C(=O)Nc2c(C)n(C)n(-c3ccccc3)c2=O)ccc2ccccc12
  i, i, i, i, i, i, i, i, i, i, i
Cc1ccc(OCC(=O)N[C@@H](C)c2nnc3ccccn23)cc1C
  i, i, i, i, i, i, i, i, i, i, i

(next part)
Order of results: MrgX1 antag, TRPC6 inh, TRPC4 act, TRPC6 act, TRPC4 block, RGS4 inh, TRPC4 potent, MrgX1 PAM, TMEM16A inh, MrgX1 ag, ANO1 activ
CCOc1ccc(NC(=S)NC(=O)c2cccnc2)c([N+](=O)[O-])c1
  i, i, i, i, i, i, i, i, i, i, i
NC1=NC(=O)/C(=C\c2cccnc2)S1
  i, i, i, i, i, i, i, i, i, i, i
C/C(CC1(O)C(=O)Nc2ccccc21)=N\O (configuration not stated)
  i, i, i, i, i, i, i, i, i, i, i
Cc1cccc(NC(=O)c2cccc(S(=O)(=O)N3CCCC3)c2)n1
  i, i, i, i, i, i, i, i, i, i, i
COc1ccc(NC(=O)CSc2nnc(Cn3cnc4ccccc43)o2)cc1
  i, i, i, i, i, i, i, i, i, i, i
O=C(Cc1ccccc1)NN1CCCCC1
  i, i, i, i, i, i, i, i, i, i, i
CCOc1ccc(N2C(=O)c3cccnc3C2Nc2ccc(Cl)cc2)cc1 (configuration not stated)
  i, i, i, i, ., i, i, i, i, i, i
CCOC(=O)N1CCN(C(=O)CSCC(=O)Nc2nc(-c3ccc(C)cc3)cs2)CC1
  i, i, i, i, i, i, i, i, i, i, i
Cc1ccc(S(=O)(=O)N2CCN(CCc3ccccc3)CC2)c(C)c1
  i, i, i, i, i, i, i, i, i, i, i
CCOC(=O)c1ccc2c(c1)[nH]c(=S)n2CC
  i, i, i, i, i, i, i, i, i, i, i
Cc1ccc(COC(=O)Cc2coc3cc(O)ccc23)cc1
  i, i, i, i, i, i, i, i, i, i, i
COc1ccc(CNC(=O)CCCn2nc(C)c([N+](=O)[O-])c2C)cc1OC
  i, i, i, i, i, i, i, i, i, i, i
